From PubChem BioAssay
ABCB1 inh – human ABCB1 inhibition, ABCG2 as counter-screen; P08183; actives 0.067% (n = 190,000); AID 1326; CCRF-Adr cells, JC-1 efflux, flow cytometry; inhibition, % at 6.6 µM; in the data active = inhibition above about 40%;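 note: 0% = vehicle and 100% = reference inhibitor; higher value means more JC-1 retained so stronger ABCB1 efflux block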
RGS4-Gao reg – modulates binding of RGS4 to human Galphao; Multiplexed bead flow cytometry; actives lie on both sides; binding response (% of control), % at 10 µM; actives 0.33% (n = 220,000); AID 1415; in the data active = binding response below about 49% or above about 150%; inactive = in between;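 note: fluorescent Galphao activated with aluminum fluoride binding bead-coupled RGS4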
RGS7-Gao reg – regulators of human RGS7-Galphao interaction; Multiplexed bead flow cytometry, RGS7-Galphao binding; actives lie on both sides; binding response (% of control), % at 10 µM; actives 0.35% (n = 220,000); in the data active = binding response below about 49% or above about 150%; inconclusive = no clear call, values can overlap the other calls; inactive = in between;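 note: fluorescent Galphao held in activated GDP-AlF4 state binding bead-coupled RGS7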
Bim-Bcl-XL – inhibitors of Bim-Bcl-XL interaction, human; AID 1007; Bim peptide-Bcl-XL binding, bead flow cytometry, fluorescence; actives 0.04% (n = 190,000); inhibition, % at 10 µM; Q07817
Bcl-W Bim block – inhibitors of Bim-Bcl-W interaction, human | AID 952 | Q92843 | inhibition, % at 10 µM | actives 0.02% (n = 190,000) | bead-based flow cytometry, Bim peptide-Bcl-W binding;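 note: 0% = bound tracer without compound and 100% = peptide blocker; higher means less fluorescent Bim peptide bound to Bcl-W beads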
Bfl-1 Bim block – inhibitors of Bim-Bfl-1 interaction, human; inhibition, % at 10 µM; AID 1008; actives 0.12% (n = 190,000); Q16548; Bead-based flow cytometry, Bim-Bfl-1 binding inhibition;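 note: 0% = wells without compound plus tracer and 100% = blocker peptide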
GSH bead fluor – compound fluoresces at 488/530 nm on GSH beads; GSH beads flow cytometry, compound fluorescence 488/530 nm; stronger effect = higher value; fluorescence (KMESF) at 10 µM; actives 0.25% (n = 190,000); AID 1776; in the data active = fluorescence above about 89;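 note: glutathione beads carrying GST-tagged Bcl family fusion proteins plus one bare bead set; values are compound well signal with DMSO vehicle wells as background; inactives centre near 16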
Bim-Bcl-2 – inhibitors of Bim-Bcl-2 interaction, human | P10415 | Bead-based flow cytometry, Bim peptide-Bcl-2 binding | inhibition, % at 10 µM | actives 0.06% (n = 190,000) | AID 950; in the data active = inhibition above about 40%; inconclusive = no clear call, values can overlap the other calls;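 note: 0% = no compound wells with probe peptide and 100% = reference peptide inhibitor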
Target sequence (P10415 whole entry, looked up): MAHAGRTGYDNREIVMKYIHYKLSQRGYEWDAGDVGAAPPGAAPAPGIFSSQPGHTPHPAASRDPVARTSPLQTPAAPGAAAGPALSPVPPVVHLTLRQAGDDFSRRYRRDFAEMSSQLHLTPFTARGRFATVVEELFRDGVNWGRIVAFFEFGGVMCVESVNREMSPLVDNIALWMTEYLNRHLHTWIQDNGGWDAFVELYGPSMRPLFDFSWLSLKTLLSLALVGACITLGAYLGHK
Bcl-B Bim block – disrupts Bim peptide binding to human Bcl-B | Q9HD36 | bead-based flow cytometry | inhibition, % at 10 µM | actives 0.073% (n = 190,000);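 note: 0% = tracer peptide without compound and 100% = reference inhibitor peptide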
Target sequence (Q9HD36 whole entry, looked up): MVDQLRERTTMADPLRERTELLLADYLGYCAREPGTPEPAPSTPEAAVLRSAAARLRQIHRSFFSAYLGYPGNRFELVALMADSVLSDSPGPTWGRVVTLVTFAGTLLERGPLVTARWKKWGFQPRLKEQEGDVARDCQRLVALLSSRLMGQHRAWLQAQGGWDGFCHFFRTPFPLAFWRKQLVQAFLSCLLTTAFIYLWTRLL
RGS8-Gao – modulates binding of RGS8 to human Galphao. P09471. AID 1423. actives 0.34% (n = 220,000). response (percent of control binding), % at 10 µM. multiplexed bead flow cytometry; actives lie on both sides; in the data active = response below about 60% or above about 140%; inactive = in between;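 note: Galphao activated as the GDP aluminium fluoride complex binding bead-coupled RGS8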
ABCG2 block – human ABCG2 inhibition, ABCB1 as counter-screen. AID 1325. inhibition, % at 6.6 µM. Q9UNQ0. actives 0.1% (n = 190,000). IgMXP3 cells, JC-1 efflux, flow cytometry;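 active = inhibition above 80%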;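 note: 0% = DMSO and 100% = nicardipine control wells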
Target sequence (Q9UNQ0 whole entry, looked up): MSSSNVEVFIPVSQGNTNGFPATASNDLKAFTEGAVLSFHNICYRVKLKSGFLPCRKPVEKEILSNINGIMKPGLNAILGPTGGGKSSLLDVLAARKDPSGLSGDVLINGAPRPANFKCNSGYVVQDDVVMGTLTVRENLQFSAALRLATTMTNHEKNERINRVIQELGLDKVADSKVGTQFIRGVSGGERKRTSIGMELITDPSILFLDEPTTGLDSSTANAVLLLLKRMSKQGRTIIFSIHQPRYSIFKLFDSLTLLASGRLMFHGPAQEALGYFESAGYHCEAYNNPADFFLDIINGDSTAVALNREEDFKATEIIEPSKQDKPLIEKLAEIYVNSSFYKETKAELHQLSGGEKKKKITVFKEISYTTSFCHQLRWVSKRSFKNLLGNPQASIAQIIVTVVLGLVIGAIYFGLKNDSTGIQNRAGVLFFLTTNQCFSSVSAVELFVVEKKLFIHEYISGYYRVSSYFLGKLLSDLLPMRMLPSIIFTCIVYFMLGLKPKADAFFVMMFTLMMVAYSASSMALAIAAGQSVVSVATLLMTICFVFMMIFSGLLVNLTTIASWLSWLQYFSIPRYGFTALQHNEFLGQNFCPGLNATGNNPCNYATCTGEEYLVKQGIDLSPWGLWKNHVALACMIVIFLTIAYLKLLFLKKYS
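Times: 10 min at 25 °C | Test system: Two drug-resistant human cell lines, ABCG2 and ABCB1 | Quantity: 3 million cells/mL final, two lines in 1:1 ratio | Signal: Flow cytometry, 530 nm JC-1 signal | Dosing: Compound at 6.6 µM | Controls: Nicardipine and DMSO wells | Reagent: JC-1 as fluorescent efflux pump substrate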
An asterisk follows results filed as active; ? = inconclusive; nt = not tested or not shown. Cut-off read from the data, not from the text of the source, unless noted: active = inhibition above about 40%.

SMILES	ABCB1 inh	RGS4-Gao reg	RGS7-Gao reg	Bim-Bcl-XL	Bcl-W Bim block	Bfl-1 Bim block	GSH bead fluor	Bim-Bcl-2	Bcl-B Bim block	RGS8-Gao	ABCG2 block
CC(=O)Nc1sc(C)c(C)c1C(=O)OC(C)C	nt	99	100	-2	-2	-1	12	0	-4	101	3
COc1ccc2[nH]c(=O)c(CNc3cccc(C)c3)cc2c1	1.5	96	98	-3	-1	-11	23	-5	-6	100	7
CC1=C(C(=O)OC(C)C)C(c2cccs2)n2ncnc2N1 (stereo not given)	1.1	101	99	-4	2	-9	22	-7	-10	100	2
Cc1[nH][nH]c(=O)c1C(c1c(C)[nH][nH]c1=O)c1cn(Cc2cccc3ccccc23)c2ccccc12	0.6	96	98	-1	0	0	10	1	1	100	0
O=[N+]([O-])c1nn(-c2ccc(Cl)cc2)n(O)c1=NCc1ccccc1	-0.2	97	96	0	0	6	20	4	1	100	10
OC(CNCC(c1ccc(Cl)cc1Cl)c1c[nH]c2ccccc12)c1ccccc1 (stereo not given)	0.1	104	104	-4	-3	-2	7	-5	-2	105	0
COC(=O)c1ccc(N2C(=O)CC(N3CCC(O)(c4ccc(Br)cc4)CC3)C2=O)cc1 (stereo not given)	1.9	102	100	-5	0	-6	37	-11	-1	109	26
CC(C)NS(=O)(=O)c1ccc(NC(=O)Cc2cccs2)cc1	0.1	103	103	-8	-1	0	3	0	-4	104	2
O=C(NCCc1ccccc1)c1ccccc1F	0.4	104	104	0	0	-5	17	1	0	105	2
O=C(NCc1ccc2c(c1)OCO2)c1ccc(CN2CCc3ccccc3C2)cc1	0.3	108	106	1	8	6	61	-4	2	116	1
COc1ccc(S(=O)(=O)Cc2ccc(C(=O)N3CCN(C(=O)c4ccco4)CC3)o2)cc1	0.2	106	101	0	1	-10	21	-8	-6	109	1
CCOC(=O)c1cc2nc(-c3ccco3)cc(C(F)(F)F)n2n1	0.1	104	104	-8	-6	-2	12	-3	-5	99	4
COCCN(C(=S)Nc1cc(C)cc(C)c1)C(C)c1cccs1 (stereo not given)	-0.4	94	96	-1	0	-2	15	1	-2	97	11
CN(C)c1nc(-c2ccccc2)cc(C(F)(F)F)c1C#N	0.4	102	99	-5	0	-15	29	-10	-11	101	64
COc1ccc(Cn2c(SCc3cc(C)ccc3C)nc3cc(OC)c(OC)cc3c2=N)cc1	11	101	104	-7	-3	-1	15	-1	-10	102	8
CCCCCCCCCCCCCCCC[n+]1ccc(C(N)=O)cc1	0.5	99	105	-5	-2	-17	14	-5	-9	102	5
CCCCC(CC(O)COCC(C)C)C(=O)NN (stereo not given)	0.5	92	94	-1	-1	3	14	-3	-1	86	1
COc1ccc(NC(=O)CN(c2ccc(C)cc2)S(C)(=O)=O)c(OC)c1	1.6	100	98	0	-2	2	14	1	-2	100	27
Brc1ccc(CN2CCN(c3ccccn3)CC2)s1	0.2	99	95	-2	-3	-5	64	-1	-1	97	0
COc1cc(OC)c(C(=O)COc2ncnc3ccccc23)c(OC)c1	1.7	101	100	-9	-4	-17	20	-14	-7	101	58
Clc1cccc(CNc2nnnn2-c2ccccc2)c1	0.9	103	103	-1	-1	0	12	-1	0	102	3
Cc1ccc(NC(=O)c2ccc(NS(=O)(=O)c3c(C)noc3C)cc2)cc1C	-0.7	101	105	-3	-1	-18	23	-8	-7	101	7
O=C1O/C(=C/c2ccccc2)N=C1c1ccccc1	0.1	103	105	-4	-4	-1	9	-2	-3	102	0
Cc1ccc(C2CC2C(=O)NN)cc1 (stereo not given)	0.0	99	100	0	7	-8	23	0	-3	100	0
O=c1cc(CSc2ccccc2)[nH]c(=S)[nH]1	-0.3	99	98	0	-2	0	13	-2	0	98	-1
OCCCCCNc1ncnc2ccccc12	0.3	95	100	-4	-2	2	14	2	-4	93	3
CC1=CCC2(CO)COC(c3ccccc3O)C1C2 (stereo not given)	0.1	98	96	0	5	1	12	3	4	102	0
c1ccc(-c2ccc(C3=Nn4c(Cn5nnc6ccccc65)nnc4SC3)cc2)cc1	0.8	91	124	-8	-4	8	8	0	-20	89	3
CCCc1cc(C(N)=O)c(NC(=O)C2CCCO2)s1 (stereo not given)	0.6	100	99	-8	-3	4	19	-10	-30	102	1
COC(=O)CSc1nnc(CNC(=O)c2ccccc2OC)n1-c1ccc(OC)cc1	0.4	98	96	-10	-7	-14	27	-12	-9	102	3
CCNc1nc(N)nc(Oc2ccc(OCCOc3ccccc3)nn2)n1	1.1	102	100	-1	3	-14	21	-4	-5	100	12
CCN(CC)S(=O)(=O)c1ccc(Cl)c(NC(=O)c2cc(Cl)cc(Cl)c2)c1	1.3	101	103	-3	-2	-1	5	-2	-3	100	4
COc1ccc(NC(=O)NS(=O)(=O)c2ccc(C)cc2)c(OC)c1	-2.3	97	92	12	8	9	11	16	10	94	0
CCOC(=O)CC(Nc1nc(N2CCOCC2)nc(N2CCOCC2)n1)c1ccccc1Cl (stereo not given)	3.4	103	103	-7	-3	-7	25	-8	-5	100	15
N#Cc1ccc(-c2csc(NC(=O)/C=C/c3cccs3)n2)cc1	-0.7	96	97	-7	-3	0	2	-1	-2	86	-4
COc1ccccc1NC(=O)CCSc1nnc(-c2ccncc2)o1	0.1	98	93	-5	-2	-6	21	-3	-8	98	4
COc1ccc(C2C(C#N)=C(N)Nc3onc(C(C)(C)C)c32)c(OC)c1 (stereo not given)	1.2	92	88	-5	-3	-3	6	-8	-10	89	1
CCC(CC)NC(=O)CO/N=C/c1ccc(Cl)cc1Cl	0.1	101	?	-1	0	-3	15	-2	-3	100	4
CC1(C)CC(=O)/C(=C(\O)CCCN2C(=O)c3ccccc3C2=O)C(=NCC(=O)O)C1	-0.1	100	103	-3	-2	-10	11	-8	0	104	0
O=C(/C=C\c1cccs1)N1CCN(Cc2ccc3c(c2)OCO3)CC1	0.2	99	97	-1	-2	-4	13	-1	-2	97	1

3 structures from above, ordered by SMILES length, descending.
SMILES	ABCB1 inh	RGS4-Gao reg	RGS7-Gao reg	Bim-Bcl-XL	Bcl-W Bim block	Bfl-1 Bim block	GSH bead fluor	Bim-Bcl-2	Bcl-B Bim block	RGS8-Gao	ABCG2 block
COc1ccc(C2C(C#N)=C(N)Nc3onc(C(C)(C)C)c32)c(OC)c1 (stereo not given)	1.2	92	88	-5	-3	-3	6	-8	-10	89	1
O=C(/C=C\c1cccs1)N1CCN(Cc2ccc3c(c2)OCO3)CC1	0.2	99	97	-1	-2	-4	13	-1	-2	97	1
COc1ccccc1NC(=O)CCSc1nnc(-c2ccncc2)o1	0.1	98	93	-5	-2	-6	21	-3	-8	98	4

Going on with the list:
SMILES	ABCB1 inh	RGS4-Gao reg	RGS7-Gao reg	Bim-Bcl-XL	Bcl-W Bim block	Bfl-1 Bim block	GSH bead fluor	Bim-Bcl-2	Bcl-B Bim block	RGS8-Gao	ABCG2 block
CCc1ccccc1NC(=S)NC1CC2CCC(C1)N2Cc1ccc(F)cc1 (stereo not given)	-0.1	106	105	-7	-5	-7	17	-3	-8	130	0
COc1ccc(C(C)NC(=O)c2ccc(Cl)cc2)cc1OC (stereo not given)	0.3	102	102	-4	0	0	5	-1	-3	102	0
COC(=O)c1ccc(NC(=O)CSc2nnc(Cc3cccn3C)n2-c2ccc(F)cc2)cc1	0.8	98	97	-4	-5	-4	15	-6	-6	101	5
Cc1cc(NC(=O)C2CCCO2)ccc1Br (stereo not given)	0.2	96	?	-4	-2	-4	19	-4	-2	98	0
CC(=O)c1c(C)[nH]c(C(=O)CSc2nc3ccccc3n2C)c1C	0.3	100	98	-3	-4	0	17	0	-4	100	0
COC(=O)C(CSCc1ccccc1)NC(=O)CSc1nc(C)cc(=O)[nH]1 (stereo not given)	0.4	94	92	0	-4	1	13	1	0	96	1
Cc1ccc(C(C(=O)NC(C)(C)C)N(CC2CCCO2)C(=O)Cn2nnc(-c3ccc(C)o3)n2)cc1 (stereo not given)	2.0	100	99	-5	-3	-1	5	-1	-2	100	2
CCN(C(=O)CN1CCN(c2cccc(Cl)c2)CC1)c1c(N)n(Cc2ccccc2)c(=O)[nH]c1=O	0.5	98	102	-2	-1	-8	27	-2	-4	100	1
COc1ccc(-n2c(C)nc3c(cnn3-c3ccc(Cl)cc3)c2=O)cc1	-0.4	101	94	-4	-1	0	9	-2	-3	97	3
Cn1c(Cl)nc2c1c(=O)n(Cc1cccc(Br)c1)c(=O)n2C	0.5	98	101	5	2	2	32	0	2	99	4
Cc1cc(NC(=O)CN2C(=O)NC(C)(c3ccccc3)C2=O)no1 (stereo not given)	0.4	106	103	-10	-2	-13	25	-8	-7	105	3
Cc1ccc(C(C(=O)NCc2ccco2)N(C(=O)Cn2nnc3ccccc32)c2ccccc2)o1 (stereo not given)	1.5	100	96	-2	0	-11	29	-8	-10	98	2
CCOC(=O)C1CCCN(C(=O)Cc2c(F)cccc2Cl)C1 (stereo not given)	-0.1	102	100	-5	-2	-14	35	-7	-11	101	3
CCN1CCN(S(=O)(=O)c2cc(OC)ccc2OC)CC1	0.4	98	98	-2	1	-5	47	3	0	98	2
Cc1nonc1N1CCN(Cc2cn[nH]c2-c2ccc3c(c2)OCO3)CC1	-0.5	99	97	-5	-4	1	16	-2	-2	100	3
COCC(C)N=C1NN=C(c2c[nH]c3ccccc23)CS1 (stereo not given)	0.3	99	100	-5	-3	0	11	-1	-6	102	10
COc1ccc(C2=Nn3c(nnc3-c3ccc(OC)cc3)SC2)cc1	-1.1	98	98	-4	-4	-13	41	-7	-11	100	2
O=C(O)/C=C/c1cn(-c2ncc(C(F)(F)F)cc2Cl)c2ccccc12	0.3	102	102	-15	-1	-4	46	-5	-5	104	2
Cc1c(C)n2c3c(cccc13)CC2	0.5	101	104	-5	-2	-6	18	-2	-7	103	0
CCN1/C(=C\C=C(C(C)=O)C(C)=O)Sc2ccccc21	-4.0	95	98	1	-2	-4	14	-2	-1	100	26
C/C(CC(=O)N1CCN(C=O)CC1)=N\NC(=O)c1cccc([N+](=O)[O-])c1	0.0	101	100	-3	1	-7	9	0	-4	103	0
CC(C)COc1ccc(C(=O)N(Cc2ccco2)C2CCS(=O)(=O)C2)cc1 (stereo not given)	0.7	98	104	-3	0	-12	17	-9	-5	102	3
CCN(CC)CCn1c(NCc2ccc3c(c2)OCO3)nc2ccccc21	1.4	101	96	-5	2	-6	17	-6	-6	101	1
Cc1cc(=O)[nH]c(-c2ccccc2)n1	0.5	103	103	-12	0	-13	47	-6	-6	103	4
O=C(Cn1ncc2c1-c1ccccc1OC2)N1CCN(Cc2ccc3c(c2)OCO3)CC1	0.2	102	98	-3	-1	-12	13	-5	-7	100	0
Cc1c(C(=O)Nc2cccc(C(F)(F)F)c2)oc2ccc(S(=O)(=O)N3CCOCC3)cc12	-0.2	106	104	1	1	-2	5	-2	0	103	-1
COc1ccc(-c2cc(C(=O)Nc3c(C)nn(Cc4ccccc4)c3C)no2)cc1	1.4	104	104	-1	-3	-5	54	-1	-2	100	11

Part of the list above, with values under each structure:
Every second line gives: ABCB1 inh	RGS4-Gao reg	RGS7-Gao reg	Bim-Bcl-XL	Bcl-W Bim block	Bfl-1 Bim block	GSH bead fluor	Bim-Bcl-2	Bcl-B Bim block	RGS8-Gao	ABCG2 block
CCN(CC)CCn1c(NCc2ccc3c(c2)OCO3)nc2ccccc21
    1.4	101	96	-5	2	-6	17	-6	-6	101	1
Cc1cc(=O)[nH]c(-c2ccccc2)n1
    0.5	103	103	-12	0	-13	47	-6	-6	103	4
